Screens from PubChem.
esBAF inh: inhibitors of esBAF chromatin remodeling in mouse ES cells; Bmi1-luciferase knock-in reporter, 24 h; 100% = twice the neutral-well signal; reporter increase, % at 12.5 µM; 350,000 tested, 2% active; AID 602393; in the data active = activation above about 40%;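 note: 0% = median of the plate's neutral control wells and 100% = double that signal; a rise in the Bmi1 reporter signal indicates esBAF inhibition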
FN deposition inh: fibronectin deposition inhibition; 350,000 tested, 0.086% active; AH1F fibroblasts, Alexa488-fibronectin deposition fluorescence, overnight; inhibition, % at 12.6 µM;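 active = mean inhibition across replicates of 30% or more, regardless of how many single replicates reach that level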;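 note: positive control wells lacked labelled fibronectin entirely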
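Measured by – fluorescence 485/525 nm · System – AH1F fibroblast monolayer, labelled fibronectin deposition · Amount – 10000 cells per well · Buffer or medium – serum-reduced DMEM (2% serum) · Doses – single dose, pinned · Also added – fluorescent fibronectin at 24 nM final · Schedule – 1 h cell attachment, overnight exposure to compound and label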
Casp6 inh: inhibitors of human caspase-6; P55212; purified caspase-6, Z-VEID-R110 cleavage fluorescence; inhibition, % at 12.5 µM; 350,000 tested, 0.53% active;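 active = mean inhibition across replicates at least about 35%, with every replicate also reaching that limit, limit read from the data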;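 note: 0% = median of neutral control wells and 100% = no fluorescence left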
Target sequence (P55212 24-179 limits assumed): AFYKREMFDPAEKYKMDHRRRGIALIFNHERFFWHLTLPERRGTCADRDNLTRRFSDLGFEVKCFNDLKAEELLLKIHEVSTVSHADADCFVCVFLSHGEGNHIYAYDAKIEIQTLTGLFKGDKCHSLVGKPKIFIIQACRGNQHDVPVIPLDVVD
Target sequence (P55212 194-293 limits assumed): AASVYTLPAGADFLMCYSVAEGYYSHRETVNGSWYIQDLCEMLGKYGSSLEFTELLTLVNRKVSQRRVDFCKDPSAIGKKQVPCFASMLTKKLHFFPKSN
S100A4 inh HTS: blocks human S100A4 binding to myosin IIA peptide. P26447. S100A4/TAMRA-MyoIIA peptide fluorescence polarization. inhibition, % at 10.7 µM. 360,000 tested, 0.14% active. AID 652163;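 active = mean inhibition of at least 70% across replicates, with every replicate also reaching that level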
Target sequence (P26447 whole entry, looked up): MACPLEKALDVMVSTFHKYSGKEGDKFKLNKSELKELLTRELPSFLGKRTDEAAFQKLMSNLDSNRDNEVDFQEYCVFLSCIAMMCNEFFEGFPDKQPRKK
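Test system – S100A4 monomer (human) · Compound – single-point compound testing · Schedule – 5 min incubation before reading · Probe or stimulus – TAMRA-labelled myosin IIA heavy-chain peptide probe, 5 nM · Benchmarks – neutral control DMSO, positive control TFP · Medium – Calcium-containing HEPES buffer, pH 7.2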
LGR2 antag: inhibitors of bursicon-induced Drosophila LGR2 receptor cAMP signaling; HEK293 LGR2, CRE-luciferase, bursicon-stimulated, 4 h; inhibition, % at 9.99 µM; 380,000 tested, 0.35% active; AID 720647;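 active = drop in luminescence signal, shown as inhibition above about 50% in the replicate tests, limit read from the data, passing the limit was not always enough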;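 note: agonist challenge used bursicon conditioned medium at about half maximal strength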
SIRT5 block: blocks human SIRT5 desuccinylation of peptide; Purified SirT5, succinyl-peptide AMC, trypsin-coupled fluorescence; AID 652115; 330,000 tested, 1.1% active; Q9NXA8; inhibition, % at 15 µM; in the data active = inhibition above about 15%
Target sequence (Q9NXA8 whole entry, looked up): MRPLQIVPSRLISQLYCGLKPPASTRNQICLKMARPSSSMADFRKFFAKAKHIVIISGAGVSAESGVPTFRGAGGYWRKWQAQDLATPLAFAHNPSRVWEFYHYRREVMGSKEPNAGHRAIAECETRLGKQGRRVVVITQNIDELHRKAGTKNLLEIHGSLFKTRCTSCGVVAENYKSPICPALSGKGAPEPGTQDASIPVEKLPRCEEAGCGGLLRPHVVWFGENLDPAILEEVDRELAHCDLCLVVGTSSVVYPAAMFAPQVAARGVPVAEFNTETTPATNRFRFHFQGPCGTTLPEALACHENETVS
Statin myotox sup: protects C2C12 myotubes from simvastatin toxicity; ATP luminescence, 48 h; scaled: DMSO 0, geranylgeraniol control 100; rescue of ATP level, % at 7.49 µM; 330,000 tested, 0.78% active;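 active = mean ATP rescue above about 67%, or every replicate alone reaching that limit, limit read from the data, passing the limit was not always enough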;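 note: myotubes were challenged with 10 µM simvastatin during compound exposure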
The depositor's hits bear a star; x = no result given; & = joins results of further samples.

structure	esBAF inh	FN deposition inh	Casp6 inh	S100A4 inh HTS	LGR2 antag	SIRT5 block	Statin myotox sup
CC(=O)NCCNC(=O)C1CCC(CNc2nc(=S)[nH]c3ccccc23)CC1 (configuration not stated)	-5	-2	2	0	-12	-1	21
CC(C)NC(=O)N[C@@H]1C=C[C@@H](CC(=O)N2CCCCC2)O[C@H]1CO	-2	1	1	27	-9	0	-5
COCCn1ccc2c(OCC(=O)NCCc3ccc(OC)c(OC)c3)cccc2c1=O	0	3	-1	-9	4	-4	-14
O=C(Nc1ccccc1OC(F)F)c1ccc(N2CCCC2=O)cc1	9	0	-2	-2	-30	1	4
O=C(Cc1ccc(Cl)cc1)c1c[nH]c(C(=O)NCCCn2ccnc2)c1	x	-3	-8	-4	-8	-8	x
CCOC(=O)C1(C)CCCN(C(=O)c2cc(C)on2)C1 (configuration not stated)	-1	2	-2	-1	3	-2	-6
CCn1c(SCC(=O)N2CCOCC2)nc(O)cc1=O	-3	0	-2	-6	7	-4	6
COc1cccc(Nc2cc(C)nc3nc(C)nn23)c1	-2	-10	2	1	-3	1	-3
C[C@@H](NC(=O)[C@H]1N[C@H]2c3ccc(-c4cncnc4)c(=O)n3C[C@H]2[C@@H]1CO)c1ccccc1	4	x	0	-1	-12	-8	-8
COc1ccc(NC(=O)c2cc(NC(=O)C3CCCCC3C(=O)O)ccc2N2CCOCC2)cc1 (configuration not stated)	x	-2	1	-4	-10	1	x
C/C(CC(=O)Nc1ccc2c(c1)OCCO2)=N\NC(=O)c1ccccc1Cl	16	0	2	-2	4	x	24
CCN(CC(=O)Nc1ccc2c(c1)OCCO2)Cc1nc2cc(Cl)ccc2c(=O)[nH]1	2	0	7	-1	-11	2	7
CCN(CC)S(=O)(=O)c1cccc(NC(=O)CNc2cccc(S(=O)(=O)N3CCCC3)c2)c1	-26	-1	1	0	10	-2	-13
CCN=C1S/C(=C\c2cc(Br)ccc2OCC(=O)OCC)C(=O)N1CC	x	-11	0	0	4	-1	x
COCc1ccc(C(=O)N2CCc3c([nH]c4ccccc34)C2c2ccccn2)s1 (configuration not stated)	x	1	2	2	-24	-3	x
CNc1c([N+](=O)[O-])cnn1-c1ccc(Cl)cc1	-2	x	-3	-1	-17	-4	-2

Ordered by formula weight (lowest first): part of the list above
structure	esBAF inh	FN deposition inh	Casp6 inh	S100A4 inh HTS	LGR2 antag	SIRT5 block	Statin myotox sup
CNc1c([N+](=O)[O-])cnn1-c1ccc(Cl)cc1	-2	x	-3	-1	-17	-4	-2
C/C(CC(=O)Nc1ccc2c(c1)OCCO2)=N\NC(=O)c1ccccc1Cl	16	0	2	-2	4	x	24
CCN(CC)S(=O)(=O)c1cccc(NC(=O)CNc2cccc(S(=O)(=O)N3CCCC3)c2)c1	-26	-1	1	0	10	-2	-13

Gathered by group: the compounds so far with an aryl methoxy group
structure	esBAF inh	FN deposition inh	Casp6 inh	S100A4 inh HTS	LGR2 antag	SIRT5 block	Statin myotox sup
COCCn1ccc2c(OCC(=O)NCCc3ccc(OC)c(OC)c3)cccc2c1=O	0	3	-1	-9	4	-4	-14
COc1cccc(Nc2cc(C)nc3nc(C)nn23)c1	-2	-10	2	1	-3	1	-3
COc1ccc(NC(=O)c2cc(NC(=O)C3CCCCC3C(=O)O)ccc2N2CCOCC2)cc1 (configuration not stated)	x	-2	1	-4	-10	1	x

The listing continues:
structure	esBAF inh	FN deposition inh	Casp6 inh	S100A4 inh HTS	LGR2 antag	SIRT5 block	Statin myotox sup
CN(CC(=O)Nc1cccc(F)c1)C(=O)c1ccccc1Cc1ccccc1	x	0	4	-1	-2	-5	x
CCc1ccccc1NC(=O)Nc1cccc(F)c1	x	-8	8	3	2	-3	x
CCc1ccccc1NC(=O)CNC(=O)CNC(=O)C1CCCCC1	0	0	-4	-24	-28	-6	4
Cc1noc(C)c1NC(=O)N(C)C[C@@H]1Oc2ccc(NC(=O)Cc3ccccc3)cc2C(=O)N([C@H](C)CO)C[C@H]1C	-3	x	-4	-5	-1	0	5
O=C(C[C@@H]1C=C[C@@H](NC(=O)C2CCOCC2)[C@@H](CO)O1)Nc1nccs1	x	x	1	4	11	-1	x
CCN(CC)C(=S)SCC(=O)Nc1ccc(S(N)(=O)=O)cc1	0	-5	2	-7	2	0	6
N#CC1(NC(=O)COC(=O)c2nc(Cl)ccc2Cl)CCCCC1	-3	-4	5	1	17	-6	-6
CN1C(=O)CSC1=S	-1	-3	2	-3	3	-6	11
COc1ccc(NC(=O)N(C)C[C@@H]2OCCCC[C@H](C)Oc3ccc(NC(=O)c4ccccc4)cc3C(=O)N([C@H](C)CO)C[C@H]2C)cc1	-4	6	1	-9	5	3	x
O=C(Nc1cccc2ncccc12)c1ccc(F)cc1	x	x	1	3	-5	4	x
COc1ccc(-n2cnc3ccccc3c2=O)c([N+](=O)[O-])c1	7	2	1	-1	-19	0	10
O=C(C[C@@H]1CC[C@@H]2[C@H](COC[C@@H](O)CN2Cc2ccc(C(F)(F)F)cc2)O1)NCCc1ccccc1	-1	-13	3	9	9	4	34
Cc1ccc(S(=O)(=O)N[C@@H]2CC[C@H](CCNC(=O)CN3CCOCC3)O[C@H]2CO)cc1	-1	x	1	-9	-15	-4	-2
COC(=O)C1C(=O)c2c([nH]c(C(=O)OC3CCCC3C)c2C)CC1C (configuration not stated)	74*	2	-1	1	-89	x	21
CC(=O)N1CCN(c2ccc(Oc3nnnn3-c3ccccc3)cc2)CC1	-7	8	x	x	x	x	0
CC1CCCC(C)N1CCCNC(=O)c1nn(C)c2c1CSc1ccccc1-2 (configuration not stated)	-7	6	-8	-25	14	2	3
N/C(=N\O)c1cccc(CS(=O)(=O)c2ccccn2)c1	x	6	-2	1	1	-5	x
CCOC(=O)C1CCN(C(=O)c2ccccc2)C(CC)C1=O (configuration not stated)	x	x	-5	12	8	x	x
Cc1cc(C)n(-c2ccc(Cl)c(C(=O)NCc3ccccc3)n2)n1	x	8	-1	2	-16	-1	x
N#CC1=C(N)N2C(=C(C#N)C13CCCC3)Nc1ccccc12	5	-11	2	-4	-10	1	11
C[C@H](CO)N1C[C@H](C)[C@H](CN(C)Cc2ccc(Oc3ccccc3)cc2)Oc2cc(Br)ccc2S1(=O)=O	-6	-2	-1&0	1&2	15&10	2&1	-17
COCCOC(=O)C1=C(N)OC2=C(C(=O)CC(C)(C)C2)C1c1cccnc1 (configuration not stated)	8	0	x	x	x	x	9
COc1cccc(S(=O)(=O)N2C[C@H](O)COC[C@H]3O[C@H](CC(=O)N4CCCCC4)CC[C@@H]32)c1	1	-5	0	4	1	9	-3
Oc1c(C(Nc2cccc(C(F)(F)F)c2)c2ccncc2)ccc2cccnc12 (configuration not stated)	x	-5	7	-7	20	0	x
Cc1ccc(C(=O)NCC#N)cc1	x	11	-1	-1	3	1	x
Cc1cccc(N2CCN(C(=O)C3COc4ccccc4O3)CC2)c1C (configuration not stated)	x	0	-1	9	-3	-5	x
CCn1c2ccccc2c2nnc(SCC(=O)N3CC(C)OC(C)C3)nc21 (configuration not stated)	2	8	x	x	x	x	-11
CC(=O)Nc1ccc(S(=O)(=O)N2CCSc3ccccc32)cc1	-1	-6	0	-2	-6	-1	-11
COCCCN1C(=O)C(=O)/C(=C(/O)c2ccc(S(=O)(=O)N3CCCCC3)cc2)C1c1cccc(OC)c1 (configuration not stated)	4	1	3	-2	-7	-1	-24
COCC(=O)NC[C@H]1[C@H](c2ccc(C3=CCCC3)cc2)[C@@H](CO)N1C(=O)C1CC1	-1	-3	2	-4	-10	0	3
COCC(=O)Nc1ccc2c(c1)C(=O)N(C)C[C@@H](OC)[C@H](C)CN(C(=O)CC1CC1)[C@H](C)CO2	0	12	-1	-10	-5	3	-8
O=Cc1coc([B-](F)(F)F)c1	x	9	21	0	-12	-5	x
CN(C)C(=O)c1cccc(-c2ccc([C@H]3[C@H](CO)N4C(=O)CN(C(=O)Cc5ccccc5)C[C@@H]34)cc2)c1	x	x	4	-8	-7	-1	x
CNC[C@@H]1Oc2ncc(Br)cc2C(=O)N([C@H](C)CO)C[C@@H]1C	1&3	x	6	-3	5	0	5&7
C[C@H]1CN([C@@H](C)CO)C(=O)CCCn2cc(nn2)CO[C@H]1CN(C)C(=O)Oc1ccccc1	4	2	-3	0	8	-2	0
CC(=O)c1c(C)[nH]c(C(=O)CSc2nc3ccccc3c(=O)n2CCCO)c1C	-4	12	-4	-4	-37	-2	-14
CC1(C)C2CCC(CN)C1C2 (configuration not stated)	7	-12	-2	-1	x	x	0
Cc1ccc(-c2ccc3c(c2)O[C@H](CN(C)C(=O)Nc2ccc(F)cc2)[C@@H](C)CN([C@@H](C)CO)S3(=O)=O)cc1	-4	-1	4	-2	7	10	-39
O=C(NCC(c1ccco1)N1CCOCC1)c1ccc([N+](=O)[O-])cc1 (configuration not stated)	x	-7	0	-3	7	-4	x
C[C@@H]1CCCCO[C@@H](CN(C)Cc2ccccc2)[C@@H](C)CN([C@@H](C)CO)C(=O)c2cc(NC(=O)CCCN(C)C)ccc2O1	-5	-14	0	7	-13	-4	-17
CCNC(=O)C1(C)CCCN(Cc2cccc3c2OCCO3)C1 (configuration not stated)	7	-2	-1	1	-9	-2	-1
C[C@@H]1CCCCO[C@@H](CN(C)Cc2ccc3c(c2)OCO3)[C@H](C)CN([C@H](C)CO)C(=O)c2cc(NC(=O)c3ccccc3)ccc2O1	-7	x	1	-10	9	12	x
C[C@@H]1CN([C@@H](C)CO)C(=O)Cc2cc(NC(=O)Nc3ccccc3)ccc2O[C@H]1CN(C)CC1CC1	4	x	-3	0	x	2	12
CCOC(CNC(=O)C1CCN(S(=O)(=O)c2ccc3nc4c(c(C(=O)O)c3c2)CC(C)CC4)CC1)OCC (configuration not stated)	-5	-3	33	-9	-11	1	-1
Cc1ccc(C(=O)Nc2ccc(F)c(S(=O)(=O)N3CCOCC3)c2)s1	17	6	6	-3	-3	-2	-10
Cc1ccc(OCCNC(=O)CNC(=O)c2ccccc2Cl)cc1	2	-4	0	1	9	0	-3
O=C(NC(c1ccccc1)c1ccc2ccccc2n1)C1CCN(CCOc2ccc(Cl)cc2Cl)CC1 (configuration not stated)	-1	10	-2	4	-12	-3	-11
N#Cc1c(-c2ccc(F)cc2)cc(-c2cccs2)nc1SCC(=O)O	-7	1	10	-3	-4	1	-1
O=C1CCc2cc(S(=O)(=O)N3CCN(c4ccc(F)cc4)CC3)cc3c2N1CC3	x	-6	1	-1	-11	12	x
Cc1ccc(SCCC(=O)NCc2ccncc2)cc1	x	-2	2	-3	8	-2	x
Cc1c(C(=O)N(C)C2CC(C)(C)NC(C)(C)C2)oc2c(F)cccc12	-3	-1	-1	0	-13	-1	2
CN(C)CC(=O)N1CCCCN2[C@H](C1)[C@H](c1ccc(-c3ccccc3)cc1)[C@@H]2CO	-3	x	1	-1	-8	0	20
Nc1ccc(SCc2cccnc2)cc1	8	-1	-4	-3	-4	-1	11
CCOC(=O)c1c(C)[nH]c(C(=O)N(C)Cc2cccc(OC)c2OC)c1C	6	-2	0	-3	-2	1	2
CC(C)(C)S(=O)N1Cc2cc(C(=O)NCc3ccc4c(c3)OCO4)nc(-c3cccc(-c4cc5ccccc5o4)c3)c2[C@H]1CCO (some centres not stated)	x	10	2	-22	-5	9	x
O=C(NCc1ccccn1)c1ccc(Cn2c(=S)[nH]c3ccc(Br)cc3c2=O)cc1	x	0	5	4	-38	2	x
C[C@@H]1CCCCO[C@H](CN(C)C(=O)Nc2ccc(C(F)(F)F)cc2)[C@H](C)CN([C@H](C)CO)C(=O)c2cc(NC(=O)Nc3cccc4ccccc34)ccc2O1	0	4	-1	-14	-1	5	-17
C[C@H](CO)N1C[C@H](C)[C@@H](CN(C)Cc2ccc(-c3ccccc3)cc2)Oc2c(NC(=O)Cc3ccccc3)cccc2C1=O	7	x	3	8	-9	-5	29

This is a subset (hit frequency here may not be typical).
